FBPA coupling cs: coupling enzyme interference in Giardia aldolase counter-screen. coupling enzyme system counterscreen, AmpLite Red fluorescence. activity change, negative = inhibition, % at 58.2 µM, hits read low. 0.67% of 290,000 active. AID 2472; in the data active = activity change below about -30%; note: % is set by controls: 0 for no effect and ±100 for the full control effect
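Counterscreen of the coupled detection system alone, without aldolase: glyceraldehyde-3-phosphate coupling enzymes plus AmpLite Red readout. Compounds at 57.5 uM final, 10 min RT preincubation, 20 min RT reaction, fluorescence 525/598 nm.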
a7 integrin act: activates integrin-mediated alleviation for muscular dystrophy; alpha7betagal myoblasts, beta-gal FDG fluorescence, 48 h; Potency, µM (highest dose often 38.3 µM), for the others: at the top dose activation, hits mostly activators; 0.064% of 350,000 active; AID 624291;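 note: potency is the fitted concentration of half-maximal effect; 100% = response of the positive control SU9516; nearly all actives have a fitted effect of over 60% in size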
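alpha7betagal+/- myoblasts (passage 13, 250/well) treated 48 h at 37C with compounds at 1:260 dilution of DMSO stock. Lysed, then beta-galactosidase activity read as FDG fluorescence (ex 480/em 540) after 30 min, with pre-read for autofluorescence.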
GALK inhibitor: blocks human galactokinase activity; Purified GALK, Kinase-Glo residual ATP luminescence; Potency, µM (doses to about 57.5 µM), inactives show at the highest dose activity change, negative = inhibition, hits mostly inhibitors; 0.007% of 270,000 active; note: potency is the fitted concentration of half-maximal effect; % is set by controls: 0 for no effect and ±100 for the full control effect
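Galactose (100 uM) and ATP (35 uM) were turned over by 5 nM GALK for 1 h at RT. Kinase-Glo Plus then converted the remaining ATP into a luminescent signal.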
Giardia killer: Giardia lamblia killing | 0.15% of 340,000 active | activity change, % at 7.66 µM, hits read low | Giardia lamblia trophozoite viability; in the data active = activity change below about -80%; inconclusive = between about -30% and that limit;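 note: parasites exposed to compound for two days anaerobically before the ATP read; % is set by controls: 0 for no effect and ±100 for the full control effect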
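Media and compound were dispensed first, then trophozoites at 100 cells/well; plates sat 48 hrs at 37 deg C without oxygen before ATP luminescence reagent was added and read after 15-30 min at room temperature.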
PKM2 activator: activators of human pyruvate kinase M2. Potency, µM (series often up to 57.5 µM), without a hit: at the top dose activation, actives largely listed as activators. purified PKM2, Kinase-Glo ATP luminescence, activation; response scale: 0% is enzyme alone, no compound. P14618. 0.34% of 260,000 active; note: potency is the fitted concentration of half-maximal effect; % is set by controls: 0 for no effect and ±100 for the full control effect; nearly all actives have a fitted effect of over 55% in size
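hPK-M2, >95% pure; 0.1 mM ADP / 0.5 mM PEP final; imidazole pH7.2 buffer w/ 7 mM MgCl2, 50 mM KCl; 1 h RT; Kinase-Glo lum. Intermediate enzyme activity for dual inhibitor/activator qHTS.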
Tb PFK block: T. brucei PFK enzyme inhibition. O15648. T. brucei PFK, ADP-Glo luminescence. Potency, µM (series often up to 57.5 µM), inactives show top-dose activity, negative = inhibition, hits mostly inhibitors. 0.17% of 330,000 active;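 note: potency is the fitted concentration of half-maximal effect; 0% = uninhibited 1x PFK enzyme wells and -100% = no-enzyme wells; nearly all actives have a fitted effect of over 60% in size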
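PFK 1.25 nM, F6P 0.5 mM, ATP 0.1 mM, 0.1 M TEA pH 8.0, 5 mM MgCl2, 0.01% Tween20, 0.1% BSA; 45 min RT. ADP-Glo readout. qHTS titration up to 57 uM; curves fitted, compounds curve-classed.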
PTAP TSG101 blk: blocks PTAP/TSG101 interaction to inhibit HIV-1 budding; Fluorescence polarization, FITC-PTAP peptide / Tsg101 binding; Q99816; 340,000 tested, under 10 active; Potency, µM (highest dose often 115 µM), for the others: at the highest dose activity change, negative = inhibition, actives largely listed as inhibitors; active = well fitted inhibition curve with a large enough effect in the main read-out, with a control signal flat, not every such curve was filed as active; inconclusive = small, poorly fitted or top-dose-only effect, or effect the other way, or a change in a side signal; inactive = no such curve, though single readings can be large or run the other way; note: potency is the fitted concentration of half-maximal effect; % of control where 0% means no effect
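Tsg101 binding domain (10 uM final) was mixed with compound and a FITC-labeled PTAP peptide (50 nM final) in HEPES pH 7.5 buffer with NaCl, Tween 20, EDTA and TCEP; fluorescence polarization was read after 20 min at r.t.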
S-ASM inh: inhibitors of human secretory acid sphingomyelinase. P17405. placental ASM, HMU-PC fluorogenic substrate, 60 min. Potency, µM (highest dose often 57.5 µM), for the others: at the highest dose activity change, negative = inhibition, most hits filed as inhibitors. 0.006% of 340,000 active. AID 504937; note: potency is the fitted concentration of half-maximal effect
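Fluorogenic HMU-PC substrate (9 uM final) is turned over by placental ASM in 60 min at 37 C after a 10 min compound preincubation. Reaction ended by alkaline stop (pH 10), with fluorescence read at 386/447 nm.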
Menin MLL FP TR: inhibitors of human menin-MLL interaction, mutant MLL peptide; O00255; Menin + Texas Red MLL mutant peptide, fluorescence polarization; Potency, µM (top dose mostly 61.6 µM), inactives show at the highest dose FP activity change, negative = inhibition, usual class: inhibitors; 0.23% of 270,000 active; active = well fitted inhibition curve with a large enough effect in the polarisation, with a control signal flat, not every such curve was filed as active; inconclusive = small, poorly fitted or top-dose-only effect, or effect the other way, or a change in a side signal; inactive = no such curve, though single readings can be large or run the other way; the % refers to the polarisation; note: potency is the fitted concentration of half-maximal effect; % of control where 0% means no effect; many of its hits are not listed in these tables
Target sequence (O00255 whole entry, looked up): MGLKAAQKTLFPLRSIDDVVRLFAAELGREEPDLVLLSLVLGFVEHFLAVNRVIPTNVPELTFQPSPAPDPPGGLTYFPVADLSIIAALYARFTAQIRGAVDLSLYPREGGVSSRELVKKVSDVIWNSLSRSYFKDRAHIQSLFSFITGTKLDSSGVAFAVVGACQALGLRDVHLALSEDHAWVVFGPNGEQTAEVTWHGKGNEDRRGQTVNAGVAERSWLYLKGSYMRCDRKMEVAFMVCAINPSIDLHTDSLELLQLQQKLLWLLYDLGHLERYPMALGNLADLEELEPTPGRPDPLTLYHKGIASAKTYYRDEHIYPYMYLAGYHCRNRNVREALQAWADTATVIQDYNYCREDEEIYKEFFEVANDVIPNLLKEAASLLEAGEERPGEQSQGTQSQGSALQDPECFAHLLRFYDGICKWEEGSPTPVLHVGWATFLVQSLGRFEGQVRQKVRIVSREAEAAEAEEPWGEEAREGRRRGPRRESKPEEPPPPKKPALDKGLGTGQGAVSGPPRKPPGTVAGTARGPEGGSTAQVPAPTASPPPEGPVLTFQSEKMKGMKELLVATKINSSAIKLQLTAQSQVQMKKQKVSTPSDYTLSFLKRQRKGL
Chronic BCR inh: chronic active BCR signaling inhibition | ABC-DLBCL IkBa-CBG/CBR reporter, luminescence ratio, 4 h | Potency, µM (top dose mostly 46.1 µM), inactives show top-dose ratio change, negative = lower green/red ratio, actives largely listed as inhibitors | 0.05% of 340,000 active; active = well fitted inhibition curve with a large enough effect in the signal ratio, with a control signal flat, not every such curve was filed as active; inconclusive = small, poorly fitted or top-dose-only effect, or effect the other way, or a change in a side signal; the % refers to the signal ratio;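 note: potency is the fitted concentration of half-maximal effect; plate controls were basal doxycycline-induced cells for no effect and cells given 10 µM MG132 for full effect; MG132 reads +100%, hits lower the ratio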
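Doxycycline induced both beetle luciferases in TMD8 lymphoma cells; IKK-driven degradation limits the IkappaBalpha-fused green signal, while red luminescence normalises for cell number and nonspecific effects. Compounds tested up to 46 uM, 4 hrs.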
B2AR arrestin: recruits beta-arrestin to the human beta2-adrenergic receptor. P07550. Potency, µM (doses to about 46.1 µM), for the others: at the top dose activation, actives largely listed as activators. 0.02% of 330,000 active. beta-arrestin recruitment to beta2AR, cell-based reporter;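 note: potency is the fitted concentration of half-maximal effect; 0% = DMSO controls and full agonism = EC100 isoproterenol or metaproterenol; nearly all actives have a fitted effect of over 65% in size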
* = called active by the depositor; u = inconclusive; x = no result given. Unless noted, calls come from the whole dose curve; as a rule, active = well fitted curve in the direction sought with a large enough effect; inconclusive = small, poorly fitted or top-dose-only effect, or another doubt; inactive = no such curve, though single readings can be large; an effect the other way counts as inactive or inconclusive. A portion of the library; rates above refer to the full screens.

Molecule	FBPA coupling cs	a7 integrin act	GALK inhibitor	Giardia killer	PKM2 activator	Tb PFK block	PTAP TSG101 blk	S-ASM inh	Menin MLL FP TR	Chronic BCR inh	B2AR arrestin
O=C(C[C@H]1C/C=C\CC[C@H](Cc2ccc(F)cc2)C(=O)OC[C@H]2CCCN2C1=O)N[C@@H](CO)Cc1ccccc1	x	-15%	x	7	x	9%	-3%	-1%	x	1%	-0.2%
CCOc1ccccc1CNn1nnnc1N	3	-10%	1%	10	8%	-2%	-4%	-1%	19%	19%	0.0%
O=C(CCN1CCc2ccccc2C1)Nc1ccccc1F	-2	-5%	-1%	13	-19%	0%	-4%	2%	0%	u	0.0%
N/C(=N\OC(=O)c1ccc(Cl)cc1)c1nonc1N	1	1%	4%	11	-40%	-5%	-8%	-2%	8%	u	0.3%
Cc1scc(C(=O)NNC(=S)NC(C)c2ccccc2)c1C (stereo not given)	0	-2%	x	-4	-3%	2%	1%	0%	-8%	u	2.1%
CCNC(=O)/C(C#N)=C/c1c(N2CCN(c3ccc(OC)cc3)CC2)nc2c(C)cccn2c1=O	0	15%	-1%	3	x	-4%	-3%	-14%	u	6%	8.8%
COc1ccccc1OCC(=O)n1cc(C(=O)c2cc(Cl)cc(Cl)c2O)cn1	0	22%	-3%	6	0%	0%	-2%	1%	23%	-2%	0.4%
O=C(COc1ccccc1F)NCCc1ccc2c(c1)OCCO2	x	4%	x	-8	x	-1%	-2%	1%	x	0%	-0.3%
COc1ccc(N(C)S(=O)(=O)c2cccc(C(=O)OC(C)C(=O)NC3CCCCC3C)c2)cc1 (stereo not given)	x	3%	x	10	x	-20%	1%	x	x	-8%	-0.1%
Cc1csc2ncc(C(=O)NCc3ccco3)c(=O)n12	0	-32%	-4%	6	0%	-12%	-10%	3%	-9%	-14%	0.0%
COc1ccccc1CCNC(=O)CCn1c(=O)c2cccn2c2ccc(F)cc21	x	31%	-4%	-2	x	1%	-1%	-1%	x	1%	0.4%
CCc1nc2ccccc2c(C(=O)OCC(=O)N2CC(C)OC(C)C2)c1C (stereo not given)	x	0%	x	12	x	0%	-4%	x	x	-7%	0.3%
Cc1cc([N+](=O)[O-])ccc1NC(=O)C(C)N1CCN(c2ccccn2)CC1 (stereo not given)	1	u	-1%	3	3%	-10%	-1%	0%	1%	7%	-0.2%
Cc1c(NS(=O)(=O)c2cccc(C(=O)NCc3ccncc3)c2)c(=O)n(-c2ccccc2)n1C	3	-16%	-1%	2	1%	1%	0%	-2%	x	-23%	0.0%
CCOC(=O)C1CCCN(C(=O)CSc2nnnn2C)C1 (stereo not given)	x	0%	x	11	x	0%	1%	7%	x	u	0.1%
CC(C)c1nc(Cl)c(C#N)c2c1COC(C)(C)C2	7	-7%	0%	9	-3%	-1%	-8%	0%	x	-5%	0.2%
CN(C)S(=O)(=O)c1ccc2oc(SCC(=O)NCC(F)(F)F)nc2c1	0	11%	19%	-10	21%	6%	-1%	3%	-2%	-3%	-0.3%
Cc1cn(C(=O)C(C)N2C(=O)c3ccccc3C2=O)c(C)n1 (stereo not given)	4	19%	0%	1	-2%	2%	-10%	4%	1%	6%	-0.3%
O=C(CNC1CCCCC1)Nc1ccc(Cl)cc1	1	-13%	-2%	11	0%	0%	-2%	7%	-5%	u	-0.1%
CCCC(=O)Nc1ccc(-c2ccc(NC(=O)CCC)cc2)cc1	-5	30%	2%	-9	-15%	-3%	-2%	3%	-13%	u	1.2%
Cc1cc(NC(=O)CSCC(=O)N2CCN(c3ccccc3)CC2)no1	x	-12%	x	2	x	1%	-1%	9%	x	-1%	-0.7%
Cc1cc(N)ccc1-c1cc2ccccc2oc1=O	1	24%	8%	9	-2%	-1%	-3%	-2%	-15%	-8%	-0.2%
CC1CCN(C(=O)C2CCC(CNS(=O)(=O)c3cccc4cccnc34)CC2)CC1 (stereo not given)	-1	x	3%	x	21%	2%	x	x	-16%	-16%	0.1%
Clc1ccccc1/C=N/NC1=Nc2cccc3cccc1c23	-2	10%	1%	-3	-4%	0%	-12%	-8%	u	-18%	-1.6%

Reprinted at random: four records from the list.
Molecule	FBPA coupling cs	a7 integrin act	GALK inhibitor	Giardia killer	PKM2 activator	Tb PFK block	PTAP TSG101 blk	S-ASM inh	Menin MLL FP TR	Chronic BCR inh	B2AR arrestin
O=C(CNC1CCCCC1)Nc1ccc(Cl)cc1	1	-13%	-2%	11	0%	0%	-2%	7%	-5%	u	-0.1%
CC(C)c1nc(Cl)c(C#N)c2c1COC(C)(C)C2	7	-7%	0%	9	-3%	-1%	-8%	0%	x	-5%	0.2%
CCOc1ccccc1CNn1nnnc1N	3	-10%	1%	10	8%	-2%	-4%	-1%	19%	19%	0.0%
Cc1c(NS(=O)(=O)c2cccc(C(=O)NCc3ccncc3)c2)c(=O)n(-c2ccccc2)n1C	3	-16%	-1%	2	1%	1%	0%	-2%	x	-23%	0.0%
